SNCA expr inh: reduces expression of the alpha-synuclein gene | 140,000 tested, 0.17% active | AID 1671194 | HEK-293 SNCA-luciferase knock-in, luminescence, 24 h | Potency, µM (highest dose often 57.2 µM), without a hit: top-dose activity change, negative = inhibition, hits mostly inhibitors;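 note: potency is the fitted concentration of half-maximal effect; plate controls were DMSO cells for no effect and cell-free wells for full effect; nearly all actives have a fitted effect of over 45% in size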
GPT2 inh: GPT2 alanine aminotransferase inhibition. Q8TD30. Recombinant GPT2, coupled pyruvate oxidase/HRP Amplex Red fluorescence. Potency, µM (series often up to 57.7 µM), for the others: at the top dose activity change, negative = inhibition, most hits filed as inhibitors. 100,000 tested, 0.25% active. AID 1671188; note: potency is the fitted concentration of half-maximal effect; nearly all actives have a fitted effect of over 60% in size; many of its hits are not listed in these tables
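GPT2 10ng/uL, a-KG 250uM, L-Ala 2mM, HEPES pH7.5 + 0.0001% Tween; 30 min RT. Then Amplex mix (PO/HRP/ThPP), 30 min RT dark, fluorescence. AOA 50uM used as positive control.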
HEK293 tox: cytotoxic compounds in HEK 293 cells | HEK 293 viability, ATP luminescence (CellTiter-Glo), 48-72 h | Potency, µM (series often up to 115 µM), inactives show top-dose activity change, negative = cytotoxicity, usual class: inhibitors | 94,000 tested, 6.6% active | AID 1345083; note: potency is the fitted concentration of half-maximal effect; nearly all actives have a fitted effect of over 60% in size
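Read-out: CellTiter-Glo ATP luminescence. Cells: HEK 293, 250 cells/well. Exposure: 48 or 72 hr, 37 degree Celsius.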
Luciferase inh: blocks purified firefly luciferase enzyme activity | P08659 | AID 1347043 | 76,000 tested, 2.5% active | Potency, µM (titrated, usually from 115 µM), inactives show at the top dose activity change, negative = inhibition, actives largely listed as inhibitors | purified P. pyralis luciferase, luminescence, biochemical; note: potency is the fitted concentration of half-maximal effect; nearly all actives have a fitted effect of over 65% in size
Target sequence (P08659 whole entry, looked up): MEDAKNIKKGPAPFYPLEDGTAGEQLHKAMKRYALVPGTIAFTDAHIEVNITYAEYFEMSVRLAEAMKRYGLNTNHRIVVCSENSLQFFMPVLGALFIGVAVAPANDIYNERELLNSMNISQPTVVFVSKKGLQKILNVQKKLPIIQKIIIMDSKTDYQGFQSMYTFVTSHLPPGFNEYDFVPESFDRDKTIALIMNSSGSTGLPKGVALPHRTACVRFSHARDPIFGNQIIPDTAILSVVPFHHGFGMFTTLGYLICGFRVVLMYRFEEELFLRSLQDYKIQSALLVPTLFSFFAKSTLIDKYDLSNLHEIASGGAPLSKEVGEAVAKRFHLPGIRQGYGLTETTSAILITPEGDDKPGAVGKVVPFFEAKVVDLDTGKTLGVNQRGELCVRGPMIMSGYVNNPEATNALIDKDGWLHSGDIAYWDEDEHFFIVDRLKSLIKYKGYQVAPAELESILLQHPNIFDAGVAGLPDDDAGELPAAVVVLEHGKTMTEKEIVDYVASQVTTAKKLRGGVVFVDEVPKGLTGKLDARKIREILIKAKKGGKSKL
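Cell-free enzyme assay, 10nM P. pyralis luciferase, luciferin and ATP each at 10uM. Inhibition profiled over a 6-point titration, read as luminescence.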
HEK293 viab: counter-screen for SNCA expression inhibitors: cell viability. Potency, µM (highest dose often 57.1 µM), inactives show at the top dose activity change, negative = cytotoxicity, most hits filed as cytotoxic. AID 1671193. HEK-293-SNCA-luc viability, GF-AFC fluorescence, 24 h. 150,000 tested, 0.12% active;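 note: potency is the fitted concentration of half-maximal effect; 0% = DMSO-treated cells and -100% = medium-only wells without cells; nearly all actives have a fitted effect of over 30% in size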
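Cytotoxicity counterscreen: after 24 h compound treatment of genome-edited SNCA-luciferase HEK-293 cells, live-cell protease substrate GF-AFC read by fluorescence after 30 min; activity scaled between DMSO (0%) and medium-only (-100%), curves Hill-fitted.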
IP6K1 inh: blocks human inositol hexakisphosphate kinase 1. Q92551. IP6K1 kinase, ADP-Glo luminescence, 2 h; stronger effect = lower value. activity change, % (series mostly up to about 58 µM). 140,000 tested, 0.81% active; in the data active = activity change below about -25%
Target sequence (Q92551 whole entry, looked up): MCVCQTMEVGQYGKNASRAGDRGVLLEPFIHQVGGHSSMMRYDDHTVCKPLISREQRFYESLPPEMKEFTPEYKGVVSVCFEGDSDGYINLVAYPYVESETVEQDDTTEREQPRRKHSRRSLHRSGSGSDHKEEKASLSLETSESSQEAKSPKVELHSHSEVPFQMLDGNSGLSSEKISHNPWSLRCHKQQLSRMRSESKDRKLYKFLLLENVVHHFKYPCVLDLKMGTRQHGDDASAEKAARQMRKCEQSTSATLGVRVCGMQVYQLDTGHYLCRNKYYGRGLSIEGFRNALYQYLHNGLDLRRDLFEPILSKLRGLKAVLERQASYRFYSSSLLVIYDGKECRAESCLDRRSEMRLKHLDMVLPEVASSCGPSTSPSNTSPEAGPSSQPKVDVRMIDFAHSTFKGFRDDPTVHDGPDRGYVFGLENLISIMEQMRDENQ
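ADP-Glo luminescence measures ADP made by human IP6K1 during a 2 h RT reaction with ATP/IP6 (mix at 1.3 mM/130 uM); top library doses 57.5 and 19.1 uM final.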
3T3 cytotox: NIH 3T3 cell cytotoxicity | Potency, µM (series often up to 96.7 µM), for the others: top-dose activity change, negative = cytotoxicity, hits mostly inhibitors | NIH 3T3 viability, CellTiter-Glo ATP luminescence, 48-72 h | AID 1345082 | 94,000 tested, 4.3% active; note: potency is the fitted concentration of half-maximal effect; nearly all actives have a fitted effect of over 55% in size
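ATP-dependent luminescence (CellTiter-Glo) served as the viability signal for NIH 3T3 cells treated with compound for 48 or 72 hr at 37 °C.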
An asterisk follows results filed as active; i = inactive; ? = inconclusive; nt = no result given; & = joins results of further samples; ! = not confirmed by another sample; [ ] = another dose, or the depositor's remark. Unless noted, calls come from the whole dose curve; as a rule, active = well fitted curve in the direction sought with a large enough effect; inconclusive = small, poorly fitted or top-dose-only effect, or another doubt; inactive = no such curve, though single readings can be large; an effect the other way counts as inactive or inconclusive. Unless noted, % is set by controls: 0 for no effect and ±100 for the full control effect.

The opening 3 entries as a preview:
Every second line gives: HEK293 viab	Luciferase inh	IP6K1 inh	GPT2 inh	HEK293 tox	3T3 cytotox	SNCA expr inh
Cc1noc(C)c1-c1cc2c(cc(-c3ccccc3)n2C)c(Nc2ccncn2)n1
 : ?	-14%[172 µM]	-8	-9%[88.5 µM]	32µM*	?	-23%[87.6 µM]
CCc1cccc(-n2nnnc2N2CCN(C(=O)NCc3ccccc3)CC2)c1
 : -1%	nt	-9	-3%	1%	2%	-7%
Cn1c(=O)n(C)c2cc(N3CCOCC3)c(NS(=O)(=O)c3cccc(C#N)c3)cc21
 : -1%	nt	15	nt	nt	nt	-18%

Results, previewed entries included:
Every second line gives: HEK293 viab	Luciferase inh	IP6K1 inh	GPT2 inh	HEK293 tox	3T3 cytotox	SNCA expr inh
Cc1noc(C)c1-c1cc2c(cc(-c3ccccc3)n2C)c(Nc2ccncn2)n1
 : ?	-14%[172 µM]	-8	-9%[88.5 µM]	32µM*	?	-23%[87.6 µM]
CCc1cccc(-n2nnnc2N2CCN(C(=O)NCc3ccccc3)CC2)c1
 : -1%	nt	-9	-3%	1%	2%	-7%
Cn1c(=O)n(C)c2cc(N3CCOCC3)c(NS(=O)(=O)c3cccc(C#N)c3)cc21
 : -1%	nt	15	nt	nt	nt	-18%
C#CCNC(=O)[C@H]1O[C@H](CCN(C)CCN(C)C)CC[C@@H]1O
 : 0%[87.6 µM]	-4%[172 µM]	-7	3%[88.5 µM]	i	i	7%[87.6 µM]
COc1ccc(S(=O)(=O)c2cn(C)c3cc(N4CCOCC4)c(F)cc3c2=O)cc1
 : 10%	nt	6	nt	nt	nt	3%
CC1=C[C@@H](CN2CCN(CCO)CC2)[C@H](C(C)C)C[C@H]1Cc1nnc(-c2ccc(C)cc2)o1
 : ?	12%	-11	-14%	32µM*	40µM*	21%
Clc1cccc(-c2nnc(CN3CCN(c4ccccn4)CC3)o2)c1
 : 8%	nt	-13	nt	nt	nt	15%
Cc1cccc(CCNC(=O)c2c[nH]c3ccc(S(=O)(=O)Nc4ccccc4F)cc3c2=O)c1
 : 19%	nt	-13	nt	nt	nt	-28%
O=C(C1CC1)N1CCCC1C(=O)N1CCCC1c1nc2ccncc2[nH]1 (stereo not given)
 : 0%	nt	-5	-5%	-1%	-6%	22%
CCCc1ccc(S(=O)(=O)N2C[C@@H](F)C[C@H]2C(=O)N2CCCCC2)cc1
 : -4%	5%	11	0%	-25%	-18%	-12%
O=C(c1cc2n(n1)CC(c1ccc(Br)cc1)OC2)N1CCOCC1 (stereo not given)
 : -3%	-22%	-4	?	28µM*	40µM*	?
O=C1CC(c2ccccc2)N(Cc2ccncc2)CCCN(C(=O)c2cc3ccccc3[nH]2)CCN1 (stereo not given)
 : -1%	?	24	i	?	?	105%[activator]
CN(C)C(=O)C1CN(C(=O)Nc2cc(F)cc(F)c2)CC12CCOCC2 (stereo not given)
 : 6%	-8%	3	i	-24%	?	-22%
O=C(Cn1nc(-c2ccco2)ccc1=O)NC1CCCc2c1[nH]c1c(Cl)cccc21 (stereo not given)
 : 11%	-9%	-5	-33%	2%	-2%	7%
Cn1c(=O)n([C@H]2CCN(C(=O)c3ccco3)C2)c2ncccc21
 : 10%	nt	-11	?	2%	i	-2%
CCC(CC)NC(=O)[C@H]1CCC[C@H]1NC(=O)c1ccc(OC)cc1
 : ?	-12%	-2	-2%	2%	-20%	-5%
O=C(N[C@H]1CO[C@H]2[C@@H]1OC[C@@H]2Nc1nccc(C2CCCC2)n1)c1ccco1
 : 2%[87.6 µM]	9%[172 µM]	4	i	?	?	5%[87.6 µM]
O=C(C1CCC(Cn2c(=O)c3sccc3n(Cc3ccccc3)c2=O)CC1)N1CCOCC1 (stereo not given)
 : -5%	nt	-6	nt	nt	nt	6%
N#Cc1c[nH]c(C(=O)N2CCN(Cc3cn[nH]n3)CC(O)C2)c1 (stereo not given)
 : 0%	-8%	-14	i	2%	-1%	19%
OCC1O[C@H]([S-])[C@H](O)[C@@H](O)[C@@H]1O.[Au+] (stereo not given in full)
 : -1%	nt	nt	-5%	nt	nt	-23%
CCN(CC)C(=O)CSc1nc2cc3c(cc2c(=O)n1CCCC(=O)NCc1ccc2c(c1)OCO2)OCO3
 : -20%	nt	7	nt	nt	nt	?
Cc1cccc(OC(=O)c2snnc2C)c1C
 : -7%	nt	-18	nt	nt	nt	-8%
CN(C)C[C@@H]1CN(S(C)(=O)=O)C[C@H]1NC(=O)CCc1ccccc1
 : -11%	-2%	1	-12%	-3%	-2%	8%
Cn1ccc2c(C(=O)NCCc3cnc[nH]3)nc(-c3ccc([S+](C)(=O)[O-])cc3)cc21
 : -10%[87.6 µM]	2%[172 µM]	2	i	-28%[172 µM]	?	16%[87.6 µM]
Cc1ccccc1C(=O)N1CCc2nc(C(C)C)nc(-c3ccc(O)cc3)c2CC1
 : -29%	2%	12	i	-16%	-16%	15%
Cc1nc(C(=O)N2CC[C@H](N3CCN(C)CC3)[C@H](CCCO)C2)cs1
 : 1%	-24%	-24	i	?	-12%	7%
Cc1ccsc1-c1nc(-c2nnn3c2COC(c2ccc(Cl)cc2)C3)no1 (stereo not given)
 : 2%	-2%	-4	-2%	0%	-7%	1%
COc1ccccc1C(=O)Nc1cccc(C(=O)OCc2cc(=O)n3ccsc3n2)c1
 : -7%	nt	26	nt	nt	nt	5%
C[C@]12CC[C@@H]3c4ccc(O)cc4CC[C@H]3[C@H]1C[C@@H](O)[C@H]2O
 : -2%	nt	nt	i	nt	nt	11%
Cc1ccc(C)c(NC(=O)C2CCCN(S(=O)(=O)c3cccc4nsnc34)C2)c1 (stereo not given)
 : 13%	nt	11	nt	nt	nt	16%

Overlap with the part before: three entries; new compounds follow.
Every second line gives: HEK293 viab	Luciferase inh	IP6K1 inh	GPT2 inh	HEK293 tox	3T3 cytotox	SNCA expr inh
COc1ccccc1C(=O)Nc1cccc(C(=O)OCc2cc(=O)n3ccsc3n2)c1
 : -7%	nt	26	nt	nt	nt	5%
C[C@]12CC[C@@H]3c4ccc(O)cc4CC[C@H]3[C@H]1C[C@@H](O)[C@H]2O
 : -2%	nt	nt	i	nt	nt	11%
Cc1ccc(C)c(NC(=O)C2CCCN(S(=O)(=O)c3cccc4nsnc34)C2)c1 (stereo not given)
 : 13%	nt	11	nt	nt	nt	16%
Cc1ccc(C(=O)c2oc3ccccc3c2NC(=O)COc2ccc(C(C)(C)C)cc2)cc1
 : -6%	nt	-15	nt	nt	nt	27%
CCN(CC)c1cc(CCC(=O)NCCc2ccccn2)ccn1
 : 4%	-2%	-1	i	4%	5%	-1%
Cc1ccc(-c2ccccc2CN2CCC(C(=O)NCCc3ccccc3)CC2)cc1Cl
 : 3%	nt	-13&-6	2%	40µM*!	25µM*	16%
COc1ccc(C)cc1NC(=O)Cn1c(=O)oc2cc(S(=O)(=O)NCc3ccccc3)ccc21
 : -6%	nt	1	nt	nt	nt	17%
O=C(NC1CCOCC1)C1CCN(c2nccc(Nc3ccccc3F)n2)CC1
 : 9%[12.5 µM]	nt	-11	-2%	i	-24%	-9%
Nc1ccc(S(=O)(=O)Nc2ccccn2)cc1
 : 0%	nt	18	5%	nt	nt	-5%
CCOC(=O)c1ccc(NC(=O)CC2C(=O)OCCN2CC)cc1 (stereo not given)
 : 5%	nt	2	nt	nt	nt	-25%
CC(=O)Nc1ccc(S(=O)(=O)NCC2CCC(C(=O)NCCCOC(C)C)CC2)cc1 (stereo not given)
 : 3%	nt	2	nt	nt	nt	12%
CCc1ccc(CNC(=O)C2CCN(c3nn4cc(-c5ccc(F)cc5)nc4s3)CC2)cc1
 : 6%	nt	-6	nt	nt	nt	75%[activator]
COc1ccc(NC(=O)c2oc3ccc(S(=O)(=O)N4CCOCC4)cc3c2C)c(OC)c1
 : 7%	nt	-9	nt	nt	nt	2%
COC(=O)c1cc(Cl)c(NC(=O)/C=C/c2ccc(Cl)cc2Cl)cc1OC
 : 0%	nt	0	nt	nt	nt	?
CN(C)Cc1ccc(C2CCCN2Cc2cccc3nonc23)cc1 (stereo not given)
 : 2%	-1%	12	-8%	?	-14%	3%
COc1ccccc1C(=O)N1CCN(c2ccnc3ccnn23)CC1
 : 11%[87.6 µM]	nt	5	i	?	?	-14%[87.6 µM]
Cn1cccc1C(=O)N1CCCC(C(=O)NCc2ccccc2)CCNC(=O)CC1 (stereo not given)
 : -3%	-7%	-4	i	2%	3%	9%
Cc1ccc(S(=O)(=O)N2CCCC(Cn3c(C4CC4)nc4cccnc43)C2)cc1C (stereo not given)
 : 1%	-3%	-2	-3%	?	?	-6%
CC(=O)c1cccc(N2C(=O)CN(S(C)(=O)=O)CC2(C)C(=O)NC2CCCC2)c1 (stereo not given)
 : 3%	nt	9	nt	nt	nt	-1%
O=C(c1ccccc1Cl)N1CCC2(CC1)Cc1ccccc1NC2=O
 : 1%	-5%	-4	?	45µM*	?	12%
CN(C)c1ccc(-c2nc3ccccn3c2Nc2ccc3c(c2)OCCO3)cc1
 : 1%	nt	-13	nt	nt	nt	-2%
Cc1cnc(C(=O)N2CCOc3ccc(CCC(N)=O)cc3C2)cn1
 : 11%[12.5 µM]	-11%	-6	-5%	i	-9%	?
Cc1cccc(Nc2nc(-c3ccccc3)nc3ccccc23)c1
 : -1%	nt	-20	nt	nt	nt	6%
O=C(Cc1cn2ccsc2n1)NC1CCOC2(CCOCC2)C1 (stereo not given)
 : -2%	1%	0	1%	1%	2%	-14%
Cc1ccc(CCNC(=O)c2cc(-c3ccccc3)n[nH]2)cc1
 : 0%	nt	1	nt	nt	nt	-3%
CCn1cc(-c2ccc(C)cc2)cc1C(=O)N1CCCN(C)CC1
 : -9%	-3%	18	i	79µM*	?	-20%
CCn1cc(S(=O)(=O)N2C[C@@H](Oc3cccnc3)C[C@H]2C(=O)NC)cn1
 : -1%	7%	0	3%	0%	-4%	-6%
CSCCNC(=O)c1cc(Br)cn2ccnc12
 : 1%&-12%[87.6 µM]	45µM*!	-4&-8	4%[88.5 µM]	-24%&-32%[172 µM]	-13%&-29%[138 µM]	76%&154%[activator][87.6 µM]
O=C(NC1CCN(c2cc(-c3cccs3)[nH]n2)C1)c1cccc(Br)c1 (stereo not given)
 : ?	-13%	2	?	?	?	?
O=C(NCc1ccc2c(c1)OCO2)C1(c2ccc(Cl)cc2)CCOCC1
 : nt	nt	1	nt	?	-29%	nt
COc1ccc(Cl)cc1NC(=O)CSc1cn(CC(=O)N2CCCCC2)c2ccccc12
 : ?	nt	7	nt	nt	nt	?
Cc1cccc(C(C)C)c1NC(=O)c1ccc2c(c1)CCN2S(C)(=O)=O
 : 15%	nt	-15	nt	nt	nt	6%
Cc1ccc(F)c(Nc2ncncc2-c2nc(-c3ccccc3)no2)c1
 : -15%	8%	-8	i	3%	-14%	2%

Some of the compounds tested. The share of hits here may be higher or lower than overall.
